Compound activity (PubChem BioAssay)
GLS inhibitor: blocks human kidney-isoform glutaminase activity; GLS enzymatic activity, qHTS titration; Potency, µM (series often up to 45.5 µM), for the others: at the highest dose activity change, negative = inhibition, most hits filed as inhibitors; AID 624170; O94925; actives 0.21% (n = 410,000); note: potency is the fitted concentration of half-maximal effect; % is set by controls: 0 for no effect and ±100 for the full control effect
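Two-point fluorescence kinetic (t0, 30 min RT) for hKGA; glutamate detected via glutamate oxidase–HRP–Amplex Red. Substrate: 1 mM L-glutamine solution; buffer 45 mM KH2PO4, pH 8.2.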
HP1b chromo inh: HP1-beta chromodomain-methylated histone interaction inhibition. P83916. AlphaScreen HP1-beta / biotin-H3K9me3 peptide binding. Potency, µM (series often up to 114 µM), for the others: top-dose activity change, negative = inhibition, most hits filed as inhibitors. actives 0.56% (n = 390,000). AID 540317; note: potency is the fitted concentration of half-maximal effect; nearly all actives have a fitted effect of over 70% in size; inactives centre near 23
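Compound inhibition of the preformed complex between 50 nM HP1-beta and 50 nM biotinylated H3K9me3 peptide was read by AlphaScreen. Buffer was PBS pH 7.4 with 0.01% Tween-20. Incubations ran 30 min at room temperature, with 10 ug/mL donor/acceptor beads.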
PI4K2A inh: inhibitors of human PI4K2A. activity change, negative = inhibition, % at 76.9 µM. AID 1346378. purified PI4K2A, ADP-Glo luminescence, 1 h; active compounds read low. actives 0.13% (n = 420,000); in the data active = activity change below about -50%; inconclusive = mostly about -30% to -49%;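 note: -100% = wells without enzyme as full effect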
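In this quantitative HTS, ADP production by PI4K2A was quantified luminescently after 1 h at ambient temperature; 100 microM adenosine served as plate-quality control.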
JMJD2A Tudor inh: blocks the human JMJD2A Tudor domain; actives 4.4% (n = 390,000); Potency, µM (titrated, usually from 114 µM), without a hit: at the top dose activity change, negative = inhibition, usual class: inhibitors; AID 504339; AlphaScreen JMJD2A-Tudor / H3K4me3 peptide binding; note: potency is the fitted concentration of half-maximal effect; % is set by controls: 0 for no effect and ±100 for the full control effect; nearly all actives have a fitted effect of over 50% in size
RGS4 inh: blocks human RGS4-accelerated GTP hydrolysis; P49798; actives 0.039% (n = 390,000); Transcreener GDP fluorescence polarization, RGS4-accelerated GTP hydrolysis; Potency, µM (series often up to 114 µM), for the others: at the top dose activity change, negative = inhibition, most hits filed as inhibitors; note: potency is the fitted concentration of half-maximal effect; % is set by controls: 0 for no effect and ±100 for the full control effect; nearly all actives have a fitted effect of over 75% in size; some results filed as inactive show a strong effect at the top dose
Target sequence (P49798 whole entry, looked up): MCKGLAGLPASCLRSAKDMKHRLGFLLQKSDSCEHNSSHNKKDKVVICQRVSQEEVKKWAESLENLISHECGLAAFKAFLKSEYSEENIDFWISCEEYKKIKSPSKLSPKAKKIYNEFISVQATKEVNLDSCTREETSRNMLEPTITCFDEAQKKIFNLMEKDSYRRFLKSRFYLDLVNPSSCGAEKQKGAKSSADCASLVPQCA
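MLSMR compounds (23 nl, pin-transferred) preincubated 10 min at room temperature with a 500nM (2x) first reagent, then RGS4 at 900nM (2x) plus Transcreener GDP mix added; fluorescence polarization (620/688 nm) read before and after 90 min at 30 °C.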
ERG Ets-DNA blk: blocks human ERG Ets domain binding to DNA; P11308; fluorescence polarization, His-ERG Ets domain / labelled DNA; Potency, µM (doses to about 76.9 µM), inactives show at the top dose FP activity, negative = inhibition, usual class: inhibitors; actives 0.028% (n = 370,000); AID 624246; active = well fitted inhibition curve with a large enough effect in the polarisation, with a control signal flat; inconclusive = small, poorly fitted or top-dose-only effect, or effect the other way, or a change in a side signal; inactive = no such curve, though single readings can be large or run the other way; the % refers to the polarisation;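 note: polarization taken with two DNA probes labelled with fluorescein and Texas red; potency is the fitted concentration of half-maximal effect; % of control where 0% means no effect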
Target sequence (P11308 whole entry, looked up, the tested form may be a part): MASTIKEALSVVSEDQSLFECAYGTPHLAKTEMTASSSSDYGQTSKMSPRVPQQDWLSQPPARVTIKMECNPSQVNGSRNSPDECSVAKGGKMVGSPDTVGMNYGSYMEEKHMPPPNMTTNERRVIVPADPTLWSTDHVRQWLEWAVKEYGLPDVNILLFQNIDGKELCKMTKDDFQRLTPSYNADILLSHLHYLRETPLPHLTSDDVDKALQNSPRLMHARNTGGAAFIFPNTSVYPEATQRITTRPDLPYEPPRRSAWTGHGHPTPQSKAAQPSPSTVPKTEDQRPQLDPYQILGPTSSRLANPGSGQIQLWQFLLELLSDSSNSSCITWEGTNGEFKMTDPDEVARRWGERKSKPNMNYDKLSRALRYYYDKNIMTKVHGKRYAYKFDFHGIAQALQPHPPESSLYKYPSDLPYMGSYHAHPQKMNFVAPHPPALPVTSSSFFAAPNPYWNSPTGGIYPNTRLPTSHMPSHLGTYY
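His-tagged ERG Ets domain (1 uM in the protein solution; 300mM KCl, 50mM Tris-HCl, 1mM EDTA, 1mM DTT, pH 7.5) received compound, then a probe mix of 5 nM fluorescein-DNA and 100nM Texas-615-DNA. Fluorescence polarization was read for both dyes.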
ALOX12 inh: blocks human arachidonate 12S-lipoxygenase; P18054; Potency, µM (highest dose often 108 µM), for the others: at the highest dose activity change, negative = inhibition, actives largely listed as inhibitors; actives 1.1% (n = 580,000); purified 12hLO, xylenol orange hydroperoxide absorbance; AID 1671190; note: potency is the fitted concentration of half-maximal effect; % is set by controls: 0 for no effect and ±100 for the full control effect
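Purified human 12hLO at 150 nM in 25 mM Hepes, 0.01% Triton X-100, pH 7.0, preincubated 15 min at room temperature with compound. Reaction started with 40 uM arachidonic acid, 30 min at room temperature. Hydroperoxide measured by Fe-xylenol orange, 573/405 nm absorbance ratio.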
BAZ2B inh: BAZ2B (human) inhibition. Q9UIF8. Potency, µM (titrated, usually from 114 µM), for inactives: at the top dose activity change, negative = inhibition, actives largely listed as inhibitors. actives 4.4% (n = 360,000). AlphaScreen BAZ2B-H3K14Ac peptide displacement; note: potency is the fitted concentration of half-maximal effect; % is set by controls: 0 for no effect and ±100 for the full control effect; nearly all actives have a fitted effect of over 60% in size
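BAZ2B (50 nM) with biotin-H3(5-23)K14Ac peptide (50 nM) in PBS pH 7.4, 0.01% Tween-20, preformed 30 min, then compound 30 min at room temperature; top concentration 110uM. AlphaScreen streptavidin donor/nickel chelate acceptor beads (10 ug/mL final), 20 min dark, signal read.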
G9a block: blocks human histone lysine methyltransferase G9a; Q96KQ7; G9a H3K9 monomethylation, AlphaScreen, 2 h; Potency, µM (doses to about 102 µM), without a hit: at the top dose activity, negative = inhibition, actives largely listed as inhibitors; actives 8.8% (n = 350,000); AID 504332; note: potency is the fitted concentration of half-maximal effect; % is set by controls: 0 for no effect and ±100 for the full control effect; nearly all actives have a fitted effect of over 75% in size
Target sequence (Q96KQ7 913-1193 limits assumed): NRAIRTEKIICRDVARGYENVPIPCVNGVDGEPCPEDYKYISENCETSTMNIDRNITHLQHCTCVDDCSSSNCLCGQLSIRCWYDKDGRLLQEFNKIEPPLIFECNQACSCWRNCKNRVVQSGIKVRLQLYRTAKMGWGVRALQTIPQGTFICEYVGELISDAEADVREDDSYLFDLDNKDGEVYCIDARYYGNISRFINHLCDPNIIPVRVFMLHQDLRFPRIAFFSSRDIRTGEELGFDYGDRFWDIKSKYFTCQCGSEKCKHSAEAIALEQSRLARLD
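G9a (20 nM) preincubated 15 min RT with compounds, then 500 nM biotinylated H3K9 peptide and 20 uM SAM added; 2 h RT reaction. Monomethyl-H3K9 product detected by AlphaScreen with anti-H3K9me1 antibody, streptavidin donor and anti-rabbit IgG acceptor beads.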
* hit, by the source's call; i = inactive; ? = inconclusive; · = no result given; & = joins results of further samples; [ ] = remark or other dose. Unless noted, calls come from the whole dose curve; as a rule, active = well fitted curve in the direction sought with a large enough effect; inconclusive = small, poorly fitted or top-dose-only effect, or another doubt; inactive = no such curve, though single readings can be large; an effect the other way counts as inactive or inconclusive. These rows are one share of the data (hit frequency here may not be typical).

Preview:
SMILES	GLS inhibitor	HP1b chromo inh	PI4K2A inh	JMJD2A Tudor inh	RGS4 inh	ERG Ets-DNA blk	ALOX12 inh	BAZ2B inh	G9a block
COc1ccc(CNC(=O)[C@H](C)NC(=O)C2CCN(C(=O)[C@@H](N)Cc3ccccc3)CC2)cc1	3%	25%	1	-12%	-2%	-2%	18%	-1%	·
COc1ccc(CCNC(=O)Cn2c(=O)n(-c3cc(F)ccc3F)c(=O)c3sccc32)cc1OC	-15%	34%	0	-9%	4%	-3%	-20%	-12%	-3%
CCOc1cc(C(=O)NC)cc(Br)c1OCc1ccccc1	-10%	31%	1	-4%	-8%	-25%	2%	·	6%
CC(C)=CCN1CCN(Cc2cccnc2)CC1CCO (stereo not drawn)	16%	11%	0	-5%	-18%	-2%	-1%	-12%	19%
CCOc1cc(C(=O)NCc2ccc3c(c2)OCO3)cc(OCC)c1OCC	11%	19%	5	-3%	20%	7%	-5%	5%	-4%[0.501 µM]
Cc1cccc(NC(=O)CSCC(=O)N(C)Cc2c(F)cccc2Cl)c1	-4%	27%	2	-7%	-14%	-8%	12%	-30%	-35%
CCOC(=O)C1=C(CP(=O)(c2ccccc2)c2ccccc2)NC(=O)NC1c1ccc(OC)cc1 (stereo not drawn)	-6%	37%	-4	0%	-6%	-1%	-7%	-5%	5%[59 µM]
CCCCOC(=O)C(NC(=O)c1ccccc1)=C(C)C	-3%	28%	-5	0%	19%	16%	31%	-1%	-2%[12.7 µM]
Cc1c(C(=O)N2CCC2)oc2ccc(Br)cc12	2%	17%	0	-14%	3%	-2%	-3%	5%	?

The listing, from the first entry:
SMILES	GLS inhibitor	HP1b chromo inh	PI4K2A inh	JMJD2A Tudor inh	RGS4 inh	ERG Ets-DNA blk	ALOX12 inh	BAZ2B inh	G9a block
COc1ccc(CNC(=O)[C@H](C)NC(=O)C2CCN(C(=O)[C@@H](N)Cc3ccccc3)CC2)cc1	3%	25%	1	-12%	-2%	-2%	18%	-1%	·
COc1ccc(CCNC(=O)Cn2c(=O)n(-c3cc(F)ccc3F)c(=O)c3sccc32)cc1OC	-15%	34%	0	-9%	4%	-3%	-20%	-12%	-3%
CCOc1cc(C(=O)NC)cc(Br)c1OCc1ccccc1	-10%	31%	1	-4%	-8%	-25%	2%	·	6%
CC(C)=CCN1CCN(Cc2cccnc2)CC1CCO (stereo not drawn)	16%	11%	0	-5%	-18%	-2%	-1%	-12%	19%
CCOc1cc(C(=O)NCc2ccc3c(c2)OCO3)cc(OCC)c1OCC	11%	19%	5	-3%	20%	7%	-5%	5%	-4%[0.501 µM]
Cc1cccc(NC(=O)CSCC(=O)N(C)Cc2c(F)cccc2Cl)c1	-4%	27%	2	-7%	-14%	-8%	12%	-30%	-35%
CCOC(=O)C1=C(CP(=O)(c2ccccc2)c2ccccc2)NC(=O)NC1c1ccc(OC)cc1 (stereo not drawn)	-6%	37%	-4	0%	-6%	-1%	-7%	-5%	5%[59 µM]
CCCCOC(=O)C(NC(=O)c1ccccc1)=C(C)C	-3%	28%	-5	0%	19%	16%	31%	-1%	-2%[12.7 µM]
Cc1c(C(=O)N2CCC2)oc2ccc(Br)cc12	2%	17%	0	-14%	3%	-2%	-3%	5%	?
O=C1CC(N(O)c2ccccc2)C(=O)N1c1ccc(Cl)c(Cl)c1 (stereo not drawn)	28%	18%	-2	-13%	4%	3%	?	-13%	50µM*
COc1ccc(Br)cc1C(=O)N/N=C/c1ccc([N+](=O)[O-])cc1	0%	-4%	-5	-28%	-7%	8%	?	-6%	-34%
Cc1ccc(NC(=S)NN(C)c2cc(C)nc(C)n2)cc1	-4%	-1%	1	-8%	-15%	-3%	2%	3%	5%[59 µM]
Cc1cc2oc(=O)c(CC(=O)O)c(C)c2c2occ(-c3ccccc3)c12	16%	16%	2	-20%	3%	-1%	-22%	-16%	-32%[59 µM]
CC(C)Sc1nc2c(c(=O)n(C)c(=O)n2C)n1Cc1ccc(Cl)cc1	11%	38%	3	1%	-13%	2%	-22%	1%	-34%[12.7 µM]
COc1ccc(-c2nc(Cn3c(SCc4ccccc4F)nc4cccnc43)c(C)o2)cc1	0%	3%	-5	-26%	5%	0%	-5%	-34%	?

The closing 2 compounds of the section before open the next one.
SMILES	GLS inhibitor	HP1b chromo inh	PI4K2A inh	JMJD2A Tudor inh	RGS4 inh	ERG Ets-DNA blk	ALOX12 inh	BAZ2B inh	G9a block
CC(C)Sc1nc2c(c(=O)n(C)c(=O)n2C)n1Cc1ccc(Cl)cc1	11%	38%	3	1%	-13%	2%	-22%	1%	-34%[12.7 µM]
COc1ccc(-c2nc(Cn3c(SCc4ccccc4F)nc4cccnc43)c(C)o2)cc1	0%	3%	-5	-26%	5%	0%	-5%	-34%	?
COc1cccc(-n2nnc3c(=O)n(Cc4ccc(F)cc4)cnc32)c1	22%	26%	-11	3%	-19%	-2%	9%	8%	18%[59 µM]
COc1ccc(C(=O)NCCc2nnc(SCC(=O)Nc3ccccc3)n2C)cc1	4%	20%	-9	-10%	-9%	4%	0%	-1%	-12%[59 µM]
COc1cc(OC)cc(C(=O)NNC(=O)CCC2CCCC2)c1	-7%	22%	0	1%	-31%	·	-1%	·	·
Cc1ccccc1NC(=O)c1ccccc1NS(=O)(=O)c1cccc2cccnc12	9%	29%	-8	-12%	13%	-8%	0%	-10%	·
CCOc1ccc(NC(=O)CCC(=O)N2CC(C)Oc3ccc(C)cc32)cc1 (stereo not drawn)	0%	32%	2	-2%	-30%	-14%	7%	1%	2%[59 µM]
Cc1ccc(S(=O)(=O)N(Cc2cccc(C(F)(F)F)c2)C(=O)N2CCN(C)CC2)cc1	2%	19%	-7	-13%	1%	0%	20%	4%	4%
Cc1ccc(-c2cc(C(=O)Nc3cc(C)on3)c3ccccc3n2)cc1	2%	30%	1	-12%	-7%	-2%	-11%&12%	1%	0%[59 µM]
CCOC(=O)c1cn[nH]c1C(F)(F)F	-6%	29%	-10	6%	-19%	-6%	i	-8%	9%
O=C(c1ccc(F)c(S(=O)(=O)N2CCOCC2)c1)N1CCN(c2ncccn2)CC1	-8%	44%[activator]	7	0%	-24%	10%	?	5%	?
Cn1c(=O)c2c(O)cc(=O)n(-c3ccccc3)c2n(C)c1=O	7%	-1%	-6	-23%	-13%	1%	-21%	-4%	?
CCOC(=O)Cc1csc(NC(=O)CSc2nc(N)c3c(C)c(C)sc3n2)n1	10%	4%	?	-29%	-2%	-3%	0%	-7%	0%[59 µM]
COc1ccc(Cl)cc1NC(=O)C/C(C)=N/NC(=O)COc1ccc(C)cc1	-3%	28%	1	-15%	-23%	-5%	-8%	-13%	1%
C=C(C)Cn1c(=O)c2c(nc3n2CCCN3CCc2ccccc2)n(C)c1=O	10%	4%	2	-26%	29%	4%	0%	-22%[57.1 µM]	47%
Cc1ccc(NC(=O)c2cc(-c3ccccc3)nn2-c2ccccc2)c(Br)c1	-2%	38%	-3	-1%	-11%	-1%	-10%	-1%	-3%[59 µM]
CCCN(CCC)CCNC(=O)c1cc2c(=O)oc3ccc(C)cc3c2s1	-1%	8%	-4	-25%	10%	-2%	-18%	-12%	-34%[59 µM]
COc1cc(OC)cc(C(=O)NNC(=O)CCOc2ccccc2OC)c1	15%	-14%	-5	-22%	-4%	-12%	1%	-4%	11%[59 µM]
CCn1nc(C)c(CN2CCCC(CO)(Cc3ccccc3)C2)c1C (stereo not drawn)	-1%	35%	-4	-2%	9%	-4%	0%	6%	11%
COC(=O)c1cccc(C23CC4(C2)[C@H](CN(Cc2ccc(-c5ccccc5)cc2)[C@@H]4c2ccccc2)C3c2ccc(Cl)nc2)c1 (stereo partly drawn)	-3%	42%[activator]	-2	-21%	1%	5%	-27%	-17%	?
COc1cccc(CNC(=O)[C@H](CC(C)C)NC(=O)N2CCn3c2nc2ccccc23)c1	-3%	34%	-10	-27%	-6%	-4%	34%&28%	-22%	20%
CC(C)c1nnc(SCC(=O)NCc2ccc3c(c2)OCO3)n1C	-1%	40%[activator]	-1	-7%	-3%	9%	-12%	1%	-11%[59 µM]
CCOC(=O)c1nc2sc(C)c(C)c2c(=O)[nH]1	11%	12%	-1	?	5%	8%	-5%	-1%	-11%
CC(C)n1c(N2CCN(C(=O)N3CCCCC3)CC2)nc2ccccc21	-2%	39%[activator]	-3	-9%[57.1 µM]	-26%[11.4 µM]	-4%	53%[activator]	-5%	2%[12.7 µM]
COCCN1C=C2C(=O)C(C)(OC(=O)CCC(=O)OC)C(=O)C=C2C=C1C1CC1 (stereo not drawn)	-7%	29%	-12	-7%	-32%	?	·	-10%	20%[59 µM]
Cc1c(/C=N/O)sc2ccccc12	-4%	19%	1	-15%	8%	-1%	0%	-17%	6%
CC(=O)Nc1ccc(NS(=O)(=O)c2ccc(Cl)s2)cc1	10%&31%	31%&47%	4&0	-13%&2%	17%&-6%	6%&1%	-15%&17%	-21%&1%	24%[12.7 µM]
COc1ccc(NC(=S)N(CCc2c(C)[nH]c3ccccc23)Cc2cccnc2)cc1	5%	-16%	3	?	6%	-10%	8%	35µM*	71µM*
CCCOc1ccc(C2=CSC3=NCCN23)cc1	3%	15%	-20	-26%	-1%	2%	10%	-9%	-15%
